USP2a inh – USP2a (human) protease inhibition; O75604; USP2a enzymatic assay, qHTS inhibition; Potency, µM (series often up to 38.3 µM), inactives show top-dose activity change, negative = inhibition, hits mostly inhibitors; hit rate 0.1% among 60,000; AID 927;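 further: potency means the concentration at half of the fitted maximal effect; nearly all actives have a fitted effect of over 60% in size; plate controls were DMSO for no effect and NEM full inhibition control for full effect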
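USP2 core (20nM final) preincubated 30 min RT with compound, then Ub-PLA2 20nM and NBD C6-HPC 20uM final added; buffer 20mM Tris-HCl pH 8.0, 2mM CaCl2. Fluorescence Ex 460/Em 535 read at 0 and 2.5 h; normalized to NEM.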
HEK293 cAMP ctrl – parental HEK293 cAMP activation (counter-screen) | parental HEK293 CNG cAMP sensor, membrane potential fluorescence | Potency, µM (highest dose often 57.1 µM), for inactives: top-dose activation, hits mostly activators | hit rate 2.5% among 73,000 | AID 938; further: potency means the concentration at half of the fitted maximal effect; % of control where 0% means no effect; nearly all actives have a fitted effect of over 55% in size
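Counterscreen for endogenous-receptor signalling: CNG-channel HEK 293 cells report cAMP rise by membrane depolarization. After 60 min dye equilibration with 100 uM RO 20-1724, compounds incubated 30 min before bottom-read fluorescence at 590 nm.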
4-MU autofl – compounds fluorescent in 4-MU spectral region; compound autofluorescence, 340/450 nm, 4-MU equivalents; active compounds read high; max dye-equivalent concentration, M; hit rate 11% among 59,000; in the data active means max dye-equivalent concentration above about 10 nM; inconclusive means mostly about 1.1 nM to 9.6 nM
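Compounds in 100 mM Tris, pH 8.0, incubated 15 min at room temperature, then fluorescence read at 340 nm excitation/450 nm emission. Signal converted to 4-MU dye-equivalent concentration using an on-plate six-point 4-MU standard curve.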
BRCT PPI green – blocks human BRCA1 BRCT binding to phosphopeptide, green readout; BRCA1 BRCT-phosphopeptide binding, green fluorescence polarization; Potency, µM (top dose mostly 76.9 µM), for inactives: at the highest dose activity change, negative = inhibition, most hits filed as inhibitors; hit rate 0.05% among 75,000; AID 875;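 further: potency means the concentration at half of the fitted maximal effect; plate controls were peptide without protein for full effect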
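Compounds were incubated for 12 min at room temperature with a complex of 100 nM fluorescein-tagged pBACH1 decapeptide and 250 nM His-tagged BRCT protein. Buffer was phosphate pH 7.3 with EDTA, DTT and Tween 20. Disruption of binding lowers the polarization signal.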
Fluorescein fluor – compound fluoresces in the fluorescein spectral region | Compound autofluorescence, 480/540 nm, fluorescein-equivalent; active compounds read high | max fluorescein-equivalent concentration, M | hit rate 0.91% among 59,000; in the data active means max fluorescein-equivalent concentration above about 10 nM; inconclusive means between about 1.1 nM and that limit
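Values reflect compound autofluorescence, normalized to fluorescein on the same plate and reported at each tested concentration. Conditions: 100 mM Tris pH 8.0, room temperature, 15 min, excitation 480 nm, emission 540 nm.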
Rhodamine autofl – rhodamine region autofluorescence. Rhodamine-region fluorescence, 547/598 nm, Tris buffer; active compounds read high. max dye-equivalent concentration, M. hit rate 0.05% among 59,000. AID 594; in the data active means max dye-equivalent concentration above about 11 nM; inconclusive means between about 1.1 nM and that limit
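A six-point rhodamine series on each plate calibrates the signal. Compounds sit in 100 mM Tris (pH 8.0) for 15 min at ambient temperature before imaging through 547 nm/598 nm filters.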
BRCT PPI red – inhibitors of human BRCA1 BRCT-phosphoprotein interaction (red fluorophore) | P38398 | BRCT-phosphopeptide binding, red fluorescence polarization | Potency, µM (highest dose often 76.9 µM), inactives show at the top dose activity change, negative = inhibition, usual class: inhibitors | hit rate 0.03% among 75,000 | AID 892; further: on the % scale 0 is the no-effect control and ±100 the full control effect
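Rhodamine-labelled pBACH1 10-mer (100 nM) bound to BRCT domain (100 nM) at pH 7.3; compounds incubated 12 min room temperature, polarization read. Free peptide defines full inhibition; unlabelled decapeptide titrated as control.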
Texas Red fluor – compound fluoresces in the Texas Red spectral region. Compound fluorescence, Texas Red channel, 547/618 nm; active compounds read high. max dye-equivalent concentration, M. hit rate 0.06% among 59,000; in the data active means max dye-equivalent concentration above about 10 nM; inconclusive means between about 1.1 nM and that limit
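Spectral interference profiling: each compound concentration's relative fluorescence, read with a 547 nm excitation and 618 nm emission filter pair, was normalized to a per-plate Texas Red standard curve.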
Casp1 inh – caspase-1 (human) inhibition, allosteric or competitive; Caspase-1 enzyme, Ac-WEHD-AFC fluorogenic rate; Potency, µM (top dose mostly 57.5 µM), for the others: top-dose activity change, negative = inhibition, most hits filed as inhibitors; hit rate 0.03% among 75,000; AID 900;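 further: potency means the concentration at half of the fitted maximal effect; plate controls were vehicle for no effect and no substrate for full effect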
A350 fluor – A350 region autofluorescence; Compound autofluorescence, 340/450 nm, Alexa 350 dye-equivalents; active compounds read high; max dye-equivalent concentration, M; AID 590; hit rate 11% among 59,000; in the data active means max dye-equivalent concentration above about 10 nM; inconclusive means mostly about 1.1 nM to 9.6 nM
Casp7 inh – allosteric or competitive inhibitors of human caspase-7; P55210; recombinant caspase-7, Ac-DEVD-AFC fluorescence rate; Potency, µM (highest dose often 57.5 µM), without a hit: top-dose activity change, negative = inhibition, usual class: inhibitors; hit rate 0.02% among 75,000; AID 889; active means well fitted inhibition curve with a large enough effect in the main read-out, with a control signal flat, not every such curve was filed as active; inconclusive means small, poorly fitted or top-dose-only effect, or a change in a side signal; further: potency means the concentration at half of the fitted maximal effect; % of control where 0% means no effect
* hit, by the source's call; i = inactive; ? = inconclusive; nt = no result given; [ ] = dose if it differs, or a comment. Unless noted, the call rests on the fitted dose curve; in most records, active means well fitted curve in the direction sought with a large enough effect; inconclusive means small, poorly fitted or top-dose-only effect, or another doubt; inactive means no such curve, though single readings can be large; an effect the other way counts as inactive or inconclusive. Not all compounds are listed; the hit share may differ from the screen's.

SMILES	USP2a inh	HEK293 cAMP ctrl	4-MU autofl	BRCT PPI green	Fluorescein fluor	Rhodamine autofl	BRCT PPI red	Texas Red fluor	Casp1 inh	A350 fluor	Casp7 inh
Cc1cc(=O)[nH]c(SCc2cc(=O)n3nc(C)sc3n2)n1	nt	8%	nt	0.7%	nt	nt	-0.3%	nt	0%	nt	-1%
COc1cc(NC(=O)CCn2c(=O)[nH]c3ccsc3c2=O)cc(OC)c1	8%	?	i	0.1%	i	i	-1.4%	i	1%	i	2%
Cc1ccc2c(c1)N(CC(=O)NC1CCCCC1C)C(=O)CO2 (stereo unspecified)	10%	?	i	-3.2%	i	i	-0.1%	i	0%	i	2%
O=C(C1CC1)N1CCN=C1SCc1ccccc1	nt	-4%	nt	-1.2%	nt	nt	-1.2%	nt	-5%	nt	2%
Cn1c(OCc2cccnc2)nc2c1c(=O)n(Cc1ccccc1)c(=O)n2C	nt	nt	i	nt	?	i	nt	i	nt	i	nt
C#CCCCO/N=C1/C[C@@H](O)[C@@H](O)[C@@H]2[C@@H]3C(=O)N(Cc4ccc5c(c4)OCO5)C(=O)[C@H]3CC[C@@H]12	nt	6%[11.4 µM]	nt	-0.1%[15.4 µM]	nt	nt	1.7%[15.4 µM]	nt	-1%[11.5 µM]	nt	-1%[11.5 µM]
CNC(=O)c1cc2c(s1)CCCCCC2	-2%	3%	i	2.3%	i	i	-0.9%	i	-1%	i	1%
COc1ccc(C2=NOC3(CC(=O)N(c4ccc(C)cc4)C3=O)C2)c(OC)c1 (stereo unspecified)	13%	18%	i	-0.1%	?	i	-0.1%	i	-2%	i	-1%
O=C(CCS(=O)NCc1ccccc1)NCc1ccccc1 (stereo unspecified)	-2%	8%	nt	-1.4%	nt	nt	-0.5%	nt	0%	nt	2%
CC(=O)Nc1ccc(OC(=O)c2cccs2)cc1	-17%	-33%[inhibitor]	nt	-2.5%	nt	nt	0.9%	nt	-1%	nt	0%
Nc1cc(C(=O)O)ccc1N1CCCCCC1	-4%	1%	i	-2.8%	?	i	-0.2%	i	5%	i	-2%
O=C1CC(Cc2ccccc2)C(=O)N1CCCn1ccnc1 (stereo unspecified)	-1%	-2%	nt	-2.8%	nt	nt	-1.5%	nt	0%	nt	1%
CCOC(=O)C1CCN(C(=O)CCn2c(=O)[nH]c3ccccc3c2=O)CC1	8%	1%	?	-1.7%	i	i	0.7%	?	2%	?	0%
O=C1CN(C(=O)CC2c3ccccc3-c3ccccc32)CC(=O)N1	8%	4%	i	0.4%	i	i	-1.6%	?	2%	i	-1%
CCOC(=O)N1CCN(c2ccc3nnnn3n2)CC1	-4%	5%	nt	-1.1%	nt	nt	-0.7%	nt	1%	nt	0%
Cc1noc(C)c1CSc1nc2cc(S(=O)(=O)N3CCOCC3)ccc2o1	10%	0%	i	1.1%	?	i	-1.4%	i	-2%	i	3%
C[C@@H](C(=O)Nc1ccc2ccccc2c1)[C@@H]1C[C@@]1(C)[C@@H](NC(=O)c1cnccn1)c1ccccc1	nt	?	nt	-1.0%	nt	nt	-1.4%	nt	-9%	nt	-4%
CCN1C(=O)CSc2ccc(C(=O)OC)cc21	nt	2%	nt	-1.1%	nt	nt	-1.0%	nt	4%	nt	-1%
O=C1C2C3CCCC3=C3CCCC3C2C(=O)N1c1cccc(Cl)c1 (stereo unspecified)	25%	?	nt	-3.1%	nt	nt	-1.7%	nt	-5%	nt	-5%
O=S(=O)(O)c1cc(O)c2c(N=Cc3ccccc3O)cc(S(=O)(=O)O)cc2c1	nt	-6%[11.4 µM]	1e-07M*	-0.5%[15.4 µM]	?	i	3.4%[15.4 µM]	?	-10%[11.5 µM]	1.2e-07M*	-4%[11.5 µM]
CCN(CC)CCCN1C(=O)C(=O)/C(=C(/O)c2cc(C)ccc2C)C1c1cccnc1 (stereo unspecified)	-11%	19%	i	-1.7%	i	i	0.8%	i	3%	i	1%
CC(=O)c1cccc(NC(=O)C2CCN(S(=O)(=O)c3ccc(F)cc3)CC2)c1	26%	-1%	nt	1.1%	nt	nt	-3.1%	nt	-3%	nt	-3%
COC(=O)c1[nH]c2ccc(F)cc2c1NC(=O)C1=COCCO1	1%	8%	?	0.2%	i	i	-0.3%	?	-1%	?	-1%
Cn1cccc1C(=O)N1CCC2(CCN(C(=O)Nc3cccc(C#N)c3)CC2)CC1	84%[activator]	-5%	i	-0.7%	i	i	-0.5%	i	-1%	i	-2%
CN(C)CCCOC(=O)Cc1ccc(Cl)cc1	-6%	24%	i	-2.4%	i	i	-0.6%	?	1%	i	-1%

In a second layout: 5 of the compounds above.
mol,USP2a inh,HEK293 cAMP ctrl,4-MU autofl,BRCT PPI green,Fluorescein fluor,Rhodamine autofl,BRCT PPI red,Texas Red fluor,Casp1 inh,A350 fluor,Casp7 inh
O=C(CCS(=O)NCc1ccccc1)NCc1ccccc1 (stereo unspecified),-2%,8%,nt,-1.4%,nt,nt,-0.5%,nt,0%,nt,2%
CC(=O)Nc1ccc(OC(=O)c2cccs2)cc1,-17%,-33%[inhibitor],nt,-2.5%,nt,nt,0.9%,nt,-1%,nt,0%
Nc1cc(C(=O)O)ccc1N1CCCCCC1,-4%,1%,i,-2.8%,?,i,-0.2%,i,5%,i,-2%
O=C1CC(Cc2ccccc2)C(=O)N1CCCn1ccnc1 (stereo unspecified),-1%,-2%,nt,-2.8%,nt,nt,-1.5%,nt,0%,nt,1%
CCOC(=O)C1CCN(C(=O)CCn2c(=O)[nH]c3ccccc3c2=O)CC1,8%,1%,?,-1.7%,i,i,0.7%,?,2%,?,0%

Additional results follow.
SMILES	USP2a inh	HEK293 cAMP ctrl	4-MU autofl	BRCT PPI green	Fluorescein fluor	Rhodamine autofl	BRCT PPI red	Texas Red fluor	Casp1 inh	A350 fluor	Casp7 inh
CCOC(=O)C(Cc1ccccc1)NC(=O)CCc1c(C)nc2ncnn2c1C (stereo unspecified)	1%	21%	i	0.0%	i	i	0.4%	i	0%	i	2%
Cc1cc(N2CCC(C)CC2)n2nc(C)c(-c3ccccc3)c2n1	2%	-3%	1.9e-08M*	-4.1%	i	i	-1.2%	i	-2%	?	1%
CCN1C(=O)CSc2ccc(C(=O)NC3CCCCC3)cc21	15%	?	i	-4.0%	i	i	-0.5%	i	-1%	i	1%
Cc1ccccc1C1CC(=O)NC2=C1C(=O)CCC2 (stereo unspecified)	-7%	7%	8.2e-08M*	-5.6%	?	i	-0.6%	?	3%	9.1e-08M*	1%
CCOC(=O)c1ccc(NC(=O)CSc2nnc(-c3ccncc3)n2C)cc1	4%	-1%	i	-1.8%	i	i	0.5%	?	0%	i	2%
O=C(CCn1[nH]c(=O)c2ccccc2c1=O)NCCO	2%	-1%	nt	-3.5%	nt	nt	2.8%	nt	-1%	nt	2%
CCOC(=O)CN1C(=O)C(C)(C)Oc2ccc(C(=O)NC(C)(C)CC)cc21	14%	26%	i	-1.2%	?	i	1.4%	i	0%	i	-1%
CSc1nc(C)c2c(c1C#N)CCCC2	nt	nt	?	nt	?	i	nt	i	nt	?	nt
O=C(OCC(=O)c1c[nH]c2ccccc12)c1ccco1	4%	-10%	i	0.6%	i	i	-1.3%	i	-2%	i	0%
NCCCC(=O)N1c2ccccc2Sc2ccccc21	nt	1%	nt	0.0%	nt	nt	-2.0%	nt	-1%	nt	1%
O=C1NCCCC1C(=O)N1CCN(C(=O)C2CCCNC2=O)CC1 (stereo unspecified)	-1%	-13%	i	-1.4%	i	i	1.0%	?	-2%	i	1%
O=C(CSc1nnc2ccccn12)c1ccc2c(c1)OCCO2	-3%	9%	i	-0.4%	i	i	-1.7%	i	1%	i	0%
Cc1cc2ncn(C3CC(=O)N(Cc4ccc(N5CCCC5=O)cc4)C3=O)c2cc1C (stereo unspecified)	nt	2%	nt	-3.0%	nt	nt	-1.9%	nt	-1%	nt	-1%
O=c1[nH]nc2n1CCCCC2	nt	nt	3.8e-08M*	nt	i	i	nt	i	nt	4e-08M*	nt
O=S(=O)(NCc1cn2ccccc2n1)c1cc(F)ccc1F	5%	8%	i	-0.8%	i	i	0.4%	i	1%	i	2%
Oc1ccc2ccccc2c1Cc1c(O)ccc2ccccc12	nt	19%[11.4 µM]	i	0.1%[15.4 µM]	?	i	0.8%[15.4 µM]	i	-10%[11.5 µM]	i	0%[11.5 µM]
CCOc1ccc(C2c3c(oc4cc(C)c(C)cc4c3=O)C(=O)N2CCCN2CCOCC2)cc1 (stereo unspecified)	nt	9%	nt	1.2%	nt	nt	1.5%	nt	-2%	nt	-3%
N#Cc1nc(-c2ccc(F)cc2)oc1N1CCCC1	nt	nt	5.1e-08M*	nt	i	i	nt	i	nt	5.7e-08M*	nt
Cc1noc(C)c1C(=O)N1CCC[C@@]2(CCN(C(c3ccccc3)c3ccccc3)C2)C1	36%[activator]	9%	i	-1.1%	i	i	-0.5%	i	-1%	i	1%
CCOc1ccc(N(C(C)=O)C2C=CS(=O)(=O)C2)cc1 (stereo unspecified)	nt	1%	nt	-0.4%	nt	nt	0.3%	nt	2%	nt	-2%
CCOc1ccc(NS(=O)(=O)c2ccc(OCC(=O)N3CCCC3)cc2)cc1	3%	2%	i	0.5%	?	i	0.0%	?	-1%	i	1%
COc1ccc(C)cc1S(=O)(=O)N1CCN(c2cccc(C(F)(F)F)c2)CC1	-6%	7%	i	1.3%	?	i	-0.4%	i	-4%	?	-1%
CCOC(=O)c1[nH]c(C)c(C(=O)Nc2ccc3c(c2)CCC3)c1C	5%	27%	i	-5.3%	i	i	0.2%	i	0%	i	0%
